From PubChem BioAssay
HCT116 bCat-KO – beta-catenin-lacking colon tumor cell growth suppression. HCT116 beta-catenin knockout viability, CellTiter-Glo, 60 h; active compounds read low. viability, % at 10 µM. actives 1.5% (n = 140,000). AID 818;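 active means viability at or under a set limit, the compound median less 4 SD, cut at about 6% in these data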;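 further: 0% = Hyamine 1622 control at 20 µM and 100% = untreated cell control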
MRP1 act – MRP-1 activation; H69AR cells + doxorubicin, viability rescue, CellTiter-Glo; viability increase, % at 10 µM; actives 0.61% (n = 140,000); AID 799;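 active means viability gain under doxorubicin at or above a set limit, the compound median plus 3 SD, cut at about 4.7% in these data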;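 further: MRP-1 overexpressing cells given doxorubicin 25 µM after compound pretreatment; 18-22 h compound pretreatment then 72 h with doxorubicin before readout; 0% = doxorubicin-only wells and 100% = vehicle-treated cells without doxorubicin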
NPY-Y2 antag – antagonists of human neuropeptide Y receptor Y2 | AID 793 | actives 0.99% (n = 140,000) | P49146 | NPY-Y2 expressing cells, antagonist mode | inhibition, % at 2.7 µM; in the data active means inhibition above about 17%;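 further: 0% = vehicle with agonist challenge and 100% = reference antagonist with challenge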
Target sequence (P49146 whole entry, looked up): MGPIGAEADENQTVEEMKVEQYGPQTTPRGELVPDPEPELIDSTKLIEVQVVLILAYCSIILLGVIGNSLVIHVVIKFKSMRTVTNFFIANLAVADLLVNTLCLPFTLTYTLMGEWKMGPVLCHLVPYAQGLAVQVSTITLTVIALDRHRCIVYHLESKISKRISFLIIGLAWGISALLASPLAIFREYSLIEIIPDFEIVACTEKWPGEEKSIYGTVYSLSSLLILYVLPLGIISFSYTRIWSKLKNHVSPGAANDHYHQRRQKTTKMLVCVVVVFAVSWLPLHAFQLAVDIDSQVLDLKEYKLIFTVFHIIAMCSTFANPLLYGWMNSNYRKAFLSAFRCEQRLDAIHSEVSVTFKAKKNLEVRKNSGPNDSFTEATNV
Phagocytosis inh – inhibitors of macrophage phagocytosis. J774A.1 macrophage IgG-bead phagocytosis, imaging. inhibition, % at 5 µM. actives 0.07% (n = 110,000);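 active means inhibition above the mean of the plate negative controls plus 5 SD, cut at about 13% in these data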;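 further: phagocytic index as fraction of beads internalized from green versus red external bead signal; plate controls were DMSO negative control for no effect and cytochalasin-D positive control for full effect; some results beyond the cut were filed as inactive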
Yeast growth inh – reduces growth of yeast BB579 in restrictive medium; S. cerevisiae BB579 growth, OD615, 48 h; inhibition, % at 10 µM; actives 0.51% (n = 140,000); AID 804;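 active means inhibition above a set limit, 3 SD over the mean compound inhibition, cut at about 44% in these data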; further: inactives centre near -24
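System: Saccharomyces cerevisiae DeaD strain BB579, replicative lifespan model yeast. Buffer or medium: restrictive glucose-based CSMM-D medium. Doses: one dose, 10 µM compound with 0.25% DMSO. Timing: 4 h preincubation and 48 h exposure at 30 °C. Detection: turbidity as optical density at 615 nm. Benchmarks: amphotericin B 10 µg/mL, positive.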
Yeast lifespan up – yeast lifespan extension; S. cerevisiae growth with nicotinamide, OD615; deaD strain in restrictive glucose medium; inhibition of the nicotinamide effect, % at 10 µM; actives 0.68% (n = 130,000);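 active means inhibition above a set limit, placed 3 SD over the median of all compounds, cut at about 26% in these data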;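 further: 0% = nicotinamide-treated wells and 100% = cells grown without nicotinamide; some compounds called inactive have numbers as strong as hits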
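Test system: DeaD-strain S. cerevisiae / Buffer or medium: restrictive glucose medium / Also added: nicotinamide 1.5 mM / Doses: one concentration, 10 µM, DMSO 0.25% / Schedule: 48 h at 30 °C / Signal: OD615 measurement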
GALR2 antag – antagonists of human galanin receptor 2 (GALR2) | O43603 | GALR2-expressing cells, antagonist mode | inhibition, % at 4 µM | actives 0.39% (n = 140,000) | AID 828; in the data active means inhibition above about 27%;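 further: cells stimulated with galanin 1-16 at roughly its EC80; 0% = agonist challenge control and 100% = basal control without agonist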
Target sequence (O43603 whole entry, looked up): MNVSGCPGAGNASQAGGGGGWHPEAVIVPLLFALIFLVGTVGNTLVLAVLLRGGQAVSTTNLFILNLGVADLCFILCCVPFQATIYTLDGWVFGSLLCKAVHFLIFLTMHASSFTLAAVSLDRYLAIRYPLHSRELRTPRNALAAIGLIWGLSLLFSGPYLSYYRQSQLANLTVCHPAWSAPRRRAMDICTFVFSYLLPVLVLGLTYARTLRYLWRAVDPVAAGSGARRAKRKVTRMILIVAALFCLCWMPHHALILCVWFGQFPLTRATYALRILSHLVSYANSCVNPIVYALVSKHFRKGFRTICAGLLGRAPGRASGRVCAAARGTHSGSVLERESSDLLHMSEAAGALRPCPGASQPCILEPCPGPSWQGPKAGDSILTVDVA
Measles CPE – protection of cells from measles virus. Measles virus-infected cells, CPE protection, absorbance. protection (pct of control), % at 4 µM. actives 1.5% (n = 140,000); in the data active means protection mostly above about 24%, no sharp cut-off; inactive means mostly below about 26%; further: some compounds called inactive have numbers as strong as hits
E-sel TNF inh – blocks E-selectin expression induced by TNF alpha; actives 0.71% (n = 120,000); inhibition, % at 2 µM; HUVEC TNFa-induced E-selectin immunofluorescence, high content;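 active means inhibition above the batch mean plus 3 SD, and confirmed as a hit on visual image review, cut at about 43% in these data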;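 further: 0% = TNF-stimulated DMSO wells and 100% = unstimulated control wells; not every result past the cut was called active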
PTEN del growth – suppresses growth of cells with PTEN deletion; actives 1.2% (n = 140,000); HCT116 PTEN-null viability, CellTiter-Glo, 60 h; active compounds read low; viability, % at 10 µM;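 active means viability at or below a set limit, 4 SD under the median of all tested compounds, cut at about 3.7% in these data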;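 further: PTEN knockout HCT116 line with beta catenin targeted HCT116 as companion control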
An asterisk follows results filed as active; x = no result given; + = active, no number. Compounds were not picked by outcome; 6.3% or so of the library scored in one or more.

molecule	HCT116 bCat-KO	MRP1 act	NPY-Y2 antag	Phagocytosis inh	Yeast growth inh	Yeast lifespan up	GALR2 antag	Measles CPE	E-sel TNF inh	PTEN del growth
Cc1ccc2[nH]c(=O)c(CN(CCO)Cc3nnnn3CCc3ccccc3)cc2c1	92	-3.0	1	-3	-15	68*	-2	6	x	84
CC(C)Cc1nnc(NC(=O)Cc2ccccc2[N+](=O)[O-])s1	88	-1.7	1	-7	-11	4	4	4	4	90
CC(=O)c1ccc(NC2CC(O)C(O)CO2)cc1 (stereo not given)	96	-0.2	5	-3	-53	-4	5	0	x	96
CC(=O)Nc1ccc(S(=O)(=O)N2CCN(c3ccc(C)c(Cl)c3)CC2)cc1	86	-2.0	-3	0	-29	-2	20	8	15	86
COC(=O)c1cnn(-c2nc3c(C)cccc3s2)c1C	91	-1.9	3	-2	-81	-8	-40	12	5	78
CCc1c(C(=O)NNC(=S)NCc2ccccc2)csc1C	92	1.0	4	-2	-46	17	5	7	-20	102
COC(=O)c1ccc(-n2cc(-c3ccc(OC)cc3)[nH]c2=S)cc1	95	-2.3	1	-1	-17	-5	6	8	6	88
CN(CCO)c1ncnc2nc[nH]c12	93	-3.1	0	x	-11	-1	8	4	x	86
COc1cc(C(=O)N(CCc2ccccc2)C2=CC3CCC(C2)N3C)cc(OC)c1OC (stereo not given)	87	-1.7	2	x	-16	x	1	22	4	99
Cc1sc2nc(SCC(=O)N3CCN(CCO)CC3)n(-c3ccccc3)c(=O)c2c1C	97	-1.4	2	+	-11	-22	-15	12	-19	112
Cc1ccc(NC(=O)c2cn(CCC#N)nc2-c2cccs2)c([N+](=O)[O-])c1	100	-0.9	1	-6	-10	-6	2	36	-13	87
CCOc1ccccc1N1CC(C(=O)NCCc2ccc(S(N)(=O)=O)cc2)CC1=O (stereo not given)	92	-0.5	0	0	-32	-13	4	5	-15	102
COC(=O)c1sc(Nc2ccccc2)nc1C	84	-2.5	2	-3	17	-8	7	1	55	86
COc1ccc(N2CC(C(=O)NC3CC(C)(C)NC(C)(C)C3)CC2=O)cc1 (stereo not given)	105	-1.4	2	0	-27	-4	10	9	x	106
CCOc1ccc(C(=O)Nc2cc(OC)ccc2OC)cc1	92	-1.2	11	-1	-20	-13	12	4	x	90
CCCN1C(=O)/C(=C/c2ccncc2)SC1=S	84	0.1	-1	-2	-48	54*	5	8	x	89
CNC(=S)Nc1cccc2[nH]ncc12	98	-1.8	0	-1	4	-9	-1	6	-23	97
COC(=O)COc1ccc(S(=O)(=O)N2CCc3ccccc3C2)cc1C	102	0.6	1	-1	-6	-8	-1	9	5	98
CCOc1cc(-c2cc(-c3ccc(C)o3)nc(N)c2C#N)ccc1O	60	-0.8	4	-2	-61	-15	-6	3	18	58
Fc1cc(F)c2nc(Nc3nc4cc5c(cc4s3)OCO5)sc2c1	1.3*	-0.9	8	-4	-24	-4	9	4	x	6
CC(C(=O)N1c2ccccc2Sc2ccccc21)n1nnc(-c2cccs2)n1 (stereo not given)	77	0.1	11	1	-28	1	4	4	2	68
COc1ccc(NC(=O)C2=C(C)C(=O)OC23CCC(C)CC3)cc1Cl (stereo not given)	81	-3.2	-1	1	-25	0	-24	6	9	75
CCOC(=O)c1cccc(-n2c(-c3ccc(OC)cc3)nc3nc4ccccc4nc32)c1	38	-5.0	1	x	-31	1	-6	6	x	17
CCOC(=O)c1nnn(-c2nonc2N)c1CN1CCCCCC1	91	-0.5	2	-1	-24	-4	-10	19	-18	86
O=C(Nc1ccc(O)c(C(=O)O)c1)c1ccc2c(c1)C(=O)N(CC1CCCO1)C2=O (stereo not given)	106	-1.0	-1	-2	-27	-16	2	11	-49	112

The final 2 records of the section above lead into the next.
molecule	HCT116 bCat-KO	MRP1 act	NPY-Y2 antag	Phagocytosis inh	Yeast growth inh	Yeast lifespan up	GALR2 antag	Measles CPE	E-sel TNF inh	PTEN del growth
CCOC(=O)c1nnn(-c2nonc2N)c1CN1CCCCCC1	91	-0.5	2	-1	-24	-4	-10	19	-18	86
O=C(Nc1ccc(O)c(C(=O)O)c1)c1ccc2c(c1)C(=O)N(CC1CCCO1)C2=O (stereo not given)	106	-1.0	-1	-2	-27	-16	2	11	-49	112
CCOC(=O)c1c(-n2cccc2)sc2c1CCCC2=O	94	-1.7	25*	-4	-16	-5	6	9	0	87
Cc1sc(NC(=O)CSc2nnc(COc3ccc(Cl)cc3)n2C)c(C#N)c1C	77	-2.9	2	0	-13	-8	-2	12	-4	85
Cc1ccc(-n2ncc3c(=O)n(CC#N)cnc32)cc1C	92	0.0	1	3	-18	-10	-5	6	x	89
COC(=O)c1ccccc1NC(=O)Cn1c(=O)oc2ccc(Cl)cc21	99	-2.7	2	x	-23	4	-3	8	-8	101
Cc1cc(C)c(C#N)c(SCc2[nH]nc3c2C(c2ccc(F)cc2)C(C#N)=C(N)O3)n1 (stereo not given)	104	-0.2	11	x	-19	x	7	6	-9	98
COc1ccc(NC(=O)c2ccco2)cc1NC(=O)c1cc2ccccc2o1	81	-4.7	8	-1	-4	-3	18	19	-15	77
CCOc1ccccc1C1NC(=O)NC(C)=C1C(=O)OC1CCCC1C (stereo not given)	78	-4.1	5	-2	17	-23	-10	4	-2	76
COc1ccccc1NC(=O)Oc1ccc(NC(=O)c2ccco2)cc1	89	-1.8	2	0	-72	-17	4	3	x	97
O=c1c2ccccc2n2c(-c3cccc(F)c3)nnc2n1Cc1ccccc1	92	2.1	3	-9	-26	2	-6	22	74*	86
Cc1cc(OCCOCCN(C)CCO)cc(C)c1Cl	67	-2.0	1	2	-14	-10	-14	3	x	87
c1ccc(-n2nc3c(ccc4cnnc43)[nH]2)cc1	76	-1.9	-2	0	21	-8	12	7	-9	67
Cc1cc(C)nc(Nc2nc(C)c3cc4c(cc3n2)OCO4)n1	94	-0.2	3	-3	-27	-20	-3	5	-24	86
CCN(CCCNC(=O)Cn1cc2c(n1)CCCC2)c1cccc(C)c1	92	0.1	3	0	-12	-6	-2	21	-21	93
O=C(O)C1=C(C(=O)N2CCN(C(=O)c3ccco3)CC2)CCCC1	89	0.0	4	0	-14	-7	9	6	-3	111
O=C1C(=Cc2ccco2)C(=O)c2ccccc21	102	-3.6	2	-13	-22	6	-7	10	x	95
CCOC(=O)c1cnc2nc(C)[nH]n2c1=O	82	-0.8	-1	-3	-40	-2	9	3	25	99
CC(C)Oc1ccc(C(CC(=O)N(C)CCC#N)c2ccc(F)cc2)cc1 (stereo not given)	91	-0.3	4	x	3	1	9	4	x	97
CCOC(=O)c1ccc(NC(=O)N2CCc3ccccc32)cc1	88	-1.4	4	-1	-42	-11	-4	4	x	78
CCn1nnnc1SCC(=O)NCc1cccs1	92	-1.2	-1	0	-15	-4	-1	13	2	102
CCn1c(SCc2ccccc2)nnc1C1CCN(S(=O)(=O)c2ccc(OC)cc2)CC1	54	3.6	0	x	11	-18	-7	9	6	63
COc1ccc(N(CC(=O)N2CCN(Cc3ccc4c(c3)OCO4)CC2)S(C)(=O)=O)cc1OC	84	-1.7	2	x	-25	-2	-3	17	0	85
O=C(Nc1ncc(Cc2ccccc2Cl)s1)c1ccc([N+](=O)[O-])cc1	60	1.2	1	-6	-26	3	-6	21	x	61
O=C1NCC2=C1C(c1ccccc1)Nc1ccccc1N2 (stereo not given)	99	0.1	5	0	-11	20	7	10	x	99
Cc1csc(SCC(=O)NCCc2ccc(Cl)cc2)n1	95	1.4	6	-5	-33	0	-6	13	-18	100
COCCn1nnnc1C(c1ccc(OC)cc1)N1CCC(C)CC1 (stereo not given)	93	-2.6	4	-3	-34	-2	2	14	-19	96
CCNc1nc(NC(C)C)nc(SCCOC(=O)c2ccccc2)n1	87	-1.1	2	-3	-16	-1	0	2	-3	95
O=C(NN1C(=O)C2C3C=CC(C4CC34)C2C1=O)c1cccc(Cl)c1 (stereo not given)	102	0.0	1	-2	-29	1	3	2	-14	90
O=C(Nn1c(C2CCCCC2)nc2ccccc2c1=O)c1ccc([N+](=O)[O-])cc1Cl	99	0.4	1	0	-19	2	18	7	x	93
O=C(NCc1cccc(Cl)c1)c1cccnc1	98	-1.3	5	2	-9	-8	1	6	18	98
COc1ccc2c(c1)CCc1c(C(=O)Nc3c(C)nn(Cc4ccccc4)c3C)noc1-2	73	0.7	2	-1	-44	-24	-18	3	0	71
CC(C)CC(=O)NC(Nc1ccc([N+](=O)[O-])cc1)C(Cl)(Cl)Cl (stereo not given)	28	-3.6	2	-2	-25	-2	4	21	7	33
COCC(C)NCC(=O)NC(C)CCc1ccccc1 (stereo not given)	85	0.9	-1	-5	-17	1	-7	22	x	93
O=S(=O)(Nc1ccc(-c2cn3ccsc3n2)cc1)c1ccc2c(c1)OCCO2	89	-0.4	1	0	-5	-17	-1	7	2	92
COc1ccc(NCC(=O)N/N=C2\CCCC(C)C2)cc1 (stereo not given)	100	-2.5	1	-4	-1	-3	9	5	15	100
CCC(=O)Nc1cccc(NC(=O)CN2CCN(c3ccccc3OC)CC2)c1	93	0.4	0	-1	-24	8	-5	10	-22	97
COc1ccc(CCN2C(=O)c3[nH]nc(-c4ccccc4O)c3C2c2ccccc2)cc1OC (stereo not given)	24	-4.5	2	0	-30	0	15	19	x	27
COC(=O)CSc1cc(C(F)(F)F)nc(-c2ccccn2)n1	93	-0.8	2	x	-55	-16	6	8	35	99
O=S(Cc1ccc(Br)cc1)Cc1nnc(SCc2ccc(Cl)cc2)n1-c1ccccc1 (stereo not given)	39	-3.9	7	x	-35	-16	-2	5	-19	31
NC(=O)NC(CC(=O)OCC(=O)NC(=O)NCc1ccco1)c1ccc(Cl)cc1 (stereo not given)	91	-0.5	2	-1	-41	-9	5	2	x	97
CC12CCC(C(=O)N(c3ccccc3Cl)C1=O)C2(C)C (stereo not given)	87	2.1	2	-3	-37	18	-9	3	7	102
Cc1cccc(C2NS(=O)(=O)N=C2N)c1 (stereo not given)	94	-0.1	2	-1	-34	2	3	8	-4	106
Cc1cccc(NC(=O)Cn2c(/C=C/c3ccccc3)nc3ccccc32)c1	58	-5.5	12	-4	-22	-2	6	3	6	59
Cc1ccc(SC(c2ccc(C)cc2)C(Cn2cncn2)C(=O)c2ccccc2)cc1 (stereo not given)	16	-2.4	10	-1	-21	1	1	5	-15	18
CCCCCC1CC(CC(=O)Nc2ccc([N+](=O)[O-])cc2)C(=O)O1 (stereo not given)	88	-1.1	-1	-9	-31	-5	-12	9	x	88
